TbREL1 inh: TbREL1 RNA ligase inhibitors, primary screen, biochemical, FRET fluorescence; TbREL1 RNA ligation; 0.49% of 89,000 active; RNA-editing ligase 1, mitochondrial (Trypanosoma brucei brucei), P86926; inhibition, % at 9.66 µM;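 active means inhibition above the mean inhibition across all screened compounds plus 3 SD, cut at about 11% in these data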;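 further: 0% = plate median of test wells and 100% = NSC42067 control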
Target sequence (P86926 whole entry, looked up): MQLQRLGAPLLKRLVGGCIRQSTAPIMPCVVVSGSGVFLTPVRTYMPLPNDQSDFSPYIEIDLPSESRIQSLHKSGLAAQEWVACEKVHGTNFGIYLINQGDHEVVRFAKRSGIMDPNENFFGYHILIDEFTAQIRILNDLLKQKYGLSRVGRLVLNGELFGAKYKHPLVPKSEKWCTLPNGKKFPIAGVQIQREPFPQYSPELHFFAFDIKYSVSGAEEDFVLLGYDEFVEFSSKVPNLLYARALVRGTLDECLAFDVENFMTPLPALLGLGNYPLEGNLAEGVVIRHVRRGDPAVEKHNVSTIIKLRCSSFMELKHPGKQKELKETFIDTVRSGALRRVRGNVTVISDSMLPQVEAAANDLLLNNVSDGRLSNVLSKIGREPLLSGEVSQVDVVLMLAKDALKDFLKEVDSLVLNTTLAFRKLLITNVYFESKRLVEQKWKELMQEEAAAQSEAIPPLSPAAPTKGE
Active calls of the source: *. These rows are one share of the data. The share of hits here may be higher or lower than overall.

| mol | TbREL1 inh |
| --- | --- |
| Cc1ccc(S(=O)(=O)N2CCOC2CNC(=O)C(=O)NCCCc2ccccc2)cc1 (stereo unspecified) | -1.4 |
| O=C(CNC(=O)c1ccco1)Nc1ccc(Br)cc1 | -1.6 |
| O=C1c2ccccc2C(=O)N1Cc1nc2ccccc2c(=O)n1CCCN1CCOCC1 | -1.2 |
| CS(=O)(=O)N(CC(=O)Nc1ccc2c(c1)OCCO2)Cc1ccccc1 | 0.9 |
| c1ccc(N2CCN(c3nc(-c4ccccn4)nc4ccccc34)CC2)cc1 | -3.4 |
| CCC1(C)Cc2c(sc3[nH]c(=O)[nH]c(=O)c23)CS1 (stereo unspecified) | -3.7 |
| COc1cc(/C=N/OCC(=O)NC2CCCCC2C)ccc1OCc1ccc(Cl)cc1 (stereo unspecified) | -0.6 |
| Nc1c(N(CCO)C(=O)C2CCCCC2)c(=O)[nH]c(=O)n1Cc1ccccc1 | 2.0 |
| Cc1cc2c(c(=O)o1)C(CC(C)C)C(C#N)=C(N)O2 (stereo unspecified) | 2.8 |
| Cc1cc(C)c(NC(=O)Cn2c(=O)c3cccn3c3ccccc32)c(C)c1 | 3.3 |
| COc1ccc(Cl)cc1NC(=O)CCN1CCOCC1 | 0.7 |
| Cc1ccc(C)c(N(C(=O)Cn2nnc3ccccc32)C(C(=O)NC(C)(C)C)c2ccsc2)c1 (stereo unspecified) | 1.2 |
| O=C(Nc1ccc(F)cc1)C(CCc1ccccc1)N1CCN(c2cccc(C(F)(F)F)n2)CC1 (stereo unspecified) | 0.1 |
| COc1ccccc1-c1cc(C(F)(F)F)nc(S(C)(=O)=O)n1 | 5.9 |
| c1ccc(C[C@H]2CNCCN2CCCCC2CCCCC2)cc1 | 6.0 |
| CCOC(=O)C1CCN(Cc2cnc(Oc3ccc(OC)cc3)s2)CC1 | -3.0 |
| O=C(COC(=O)c1nc(Cl)ccc1Cl)NCc1cccs1 | 2.4 |
| Cn1c(=NC(=O)CSCC(=O)N2CCOCC2)sc2ccccc21 | 4.6 |
| COC(=O)c1c(C#N)c(N)nc2c1CCCC2 | -0.1 |
| COc1cccc(NC(=O)C2CC(=O)N(Cc3ccco3)C2)c1 (stereo unspecified) | 4.1 |
| CC(=O)c1cccc(NC(=O)C2CC(=O)N(c3cccc(C)c3C)C2)c1 (stereo unspecified) | 4.2 |
| CCOc1ccccc1-c1nc(SCC(=O)O)n[nH]1 | 1.7 |
| COc1ccc(CCNC(=O)CCOc2ccc(C)cc2)cc1OC | 1.8 |
| COc1ccc(CCNS(=O)(=O)c2cccs2)cc1 | 0.1 |
| NC(=O)c1ccc(NC(=O)COC(=O)c2ccc(Cl)nc2)cc1 | 1.6 |
| O=C(NCCc1ccccc1)OCc1cn(-c2ccc(F)cc2)nn1 | 1.3 |
| O=C(O)c1cccc2sc3cc(Cl)ccc3c(=O)c12 | 4.0 |
| CCCCSc1ncc(C(=O)OCC)c(N)n1 | 2.0 |
| O=C(NCc1cccnc1)c1cccc(S(=O)(=O)Nc2cccc(Cl)c2)c1 | -0.3 |
| C=CCN1C(=O)[C@H](CC(=O)NCc2cccc(C(F)(F)F)c2)[C@@]2(C(=O)OCC)CCCC=C12 | -1.1 |
| Cc1ccc(CNS(=O)(=O)c2ccc(-n3cnnn3)c(C)c2)cc1 | -3.7 |
| CCc1ccc(N(C(=O)c2csnn2)C(C(=O)NC2CCCC2)c2cccnc2)cc1 (stereo unspecified) | 4.0 |
| COc1ccc(CNC(=O)CN2C(=O)NC3(CCCCCC3)C2=O)cc1 | 0.7 |
| O=C(CCc1nc2ccccc2c(=O)[nH]1)OCC(=O)N1CCc2ccccc21 | -2.9 |
| COc1ccc(C(=O)n2c(SC)nc3cc4c(cc32)OCCO4)cc1 | -0.1 |
| CC(C)CCN=CC1=C(O)CC(c2ccccc2)CC1=O (stereo unspecified) | 0.9 |
| C=CCNc1nc(-c2cccc(OC)c2O)nc2ccccc12 | 3.6 |
| O=C(N/N=C/c1cc(Br)cs1)c1c[nH]c2ccccc12 | 1.7 |
| O=S1(=O)CCOCCCN1Cc1cccc(F)c1 | 5.3 |
| CCOC(=O)C(C)Sc1ccc2nnc(CCNS(=O)(=O)c3ccccc3)n2n1 (stereo unspecified) | -2.5 |

An excerpt of these results, with values ahead of the structure:
TbREL1 inh | molecule
-0.1 | COc1ccc(C(=O)n2c(SC)nc3cc4c(cc32)OCCO4)cc1
1.3 | O=C(NCCc1ccccc1)OCc1cn(-c2ccc(F)cc2)nn1
4.2 | CC(=O)c1cccc(NC(=O)C2CC(=O)N(c3cccc(C)c3C)C2)c1 (stereo unspecified)
1.7 | CCOc1ccccc1-c1nc(SCC(=O)O)n[nH]1

More results follow.
| mol | TbREL1 inh |
| --- | --- |
| Cc1cccc(C(=O)NCC2CCN(C(=O)c3cccc(C)c3)CC2)c1 | -0.9 |
| O=C1[C@H]2[C@@H](/C=C/c3ccccc3)N3C(=O)CN(CC4CC4)C(=O)[C@@]3(Cc3ccccc3)[C@H]2C(=O)N1c1ccccc1 | 0.1 |
| O=C(Cc1ccc(Cl)cc1)NCC(=O)N1CCCCC1 | 0.5 |
| Cc1csc(=Nc2ccccc2)n1CCCN1CCCC1=O | -0.2 |
| Cc1cc(NC(=O)CSC2=NS(=O)(=O)c3cc(F)ccc3N2)no1 | 2.6 |
| CCN(CC)c1ccc2c(Cl)cc(=O)oc2c1 | 1.0 |
| Cc1cc(C)c2[nH]c(=O)c(C(c3nnnn3CC3CCCO3)N3CCCC(C)C3)cc2c1 (stereo unspecified) | -1.0 |
| CC1Cc2ccccc2N1C(=O)Cn1cnc2ccccc21 (stereo unspecified) | -1.9 |
| Cc1ccc(Cl)cc1NC(=O)Nc1c(C)n(C)n(-c2ccccc2)c1=O | 1.0 |
| CC(=O)N(c1ccc(N(C(C)=O)S(=O)(=O)c2cccs2)cc1)S(=O)(=O)c1cccs1 | -2.5 |
| COc1ccc(Cl)cc1S(=O)(=O)Nc1cccc(C(=O)O)c1 | -0.8 |
| CC(C)(C)n1nnnc1C(c1cccs1)N(Cc1ccc(Cl)cc1)CC1CCCO1 (stereo unspecified) | -2.4 |
| O=C1NC(=O)/C(=C\c2ccc(OCc3cccc([N+](=O)[O-])c3)cc2)N1 | 6.5 |
| Cc1ccccc1C(=O)N1CCC(C(=O)Nc2cc(C(F)(F)F)ccc2N2CCCC2)CC1 | -1.4 |
| OC(c1ccc(Cl)c(F)c1)c1ncc(-c2ccc(F)cc2)[nH]1 (stereo unspecified) | -0.5 |
| Clc1ccc([C@H]2OC[C@@]3(CNCc4ccccc4)CS[C@H](c4ccc(Cl)cc4)N23)cc1 | -0.3 |
| Cc1ccc(NCc2nnc(SCC(=O)Nc3ccccc3)n2CC2CCCO2)c(C)c1 (stereo unspecified) | -4.4 |
| Cc1ccc(S(=O)(=O)N2CCOCC2)cc1C(=O)Nc1ccccc1N1CCCC1 | -1.5 |
| CCN(CC)c1ccc(C=NNC(=O)Cc2cc(=O)[nH][nH]2)c(O)c1 | 0.4 |
| S=C(N/N=C/c1cccc2ccccc12)Nc1cccc(Cl)c1 | -2.7 |
| CCCOC(=O)c1c(NC(=O)/C=C/c2cnn(C)c2C)sc(C(=O)OCC)c1C | -0.8 |
| O=C(c1cccc([N+](=O)[O-])c1)N1CCN(C/C=C/c2ccccc2)CC1 | -4.8 |
| CCN(c1cccc2ccccc12)S(=O)(=O)c1cccs1 | 0.2 |
| O=C(Cc1n[nH]c(=O)c2ccccc12)NCc1ccccc1 | 0.9 |
| CCCc1[nH]n(-c2ccc([N+](=O)[O-])cc2)c(=O)c1C=NCCc1ccc(OC)c(OC)c1 | -1.8 |
| O=c1[nH]c(N2CCCCC2)nc2ncn(Cc3ccccc3)c12 | -0.2 |
| CCC(C)c1ccc(NC(=O)C2CCCN(c3ncccn3)C2)cc1 (stereo unspecified) | 0.0 |
| COc1ccc(-n2c(SCC(=O)N/N=C(\C)c3cccnc3)nc3ccccc3c2=O)cc1 | -1.5 |
| CN(C)CCn1c(NC(=O)c2ccc(Cl)cc2)nc2ccccc21 | -2.2 |
| O=C(Oc1cccc(F)c1)c1ccc2c(=O)n3c(nc2c1)CCC3 | -1.3 |
| CCc1ccccc1N(CC(=O)NCCc1ccccc1)C(=O)CCC(=O)Nc1ccccn1 | -2.0 |
| CCOP(=O)(OCC)c1ccc2ccc3ccccc3c(=O)c2c1 | -3.2 |
| CCOC(=O)CCSc1nc(C)c2ccccc2n1 | -1.3 |
| CCC(C)(C)n1nnnc1C(c1cc2ccc(OC)cc2[nH]c1=O)N1CCc2ccccc2C1 (stereo unspecified) | 2.1 |
| Cc1ccc(S(=O)(=O)n2nc(OC(=O)C(C)(C)C)cc2N)cc1 | 4.5 |
| COc1cc(C(=O)Nc2oc(-c3ccccc3)c(-c3ccccc3)c2C#N)cc(OC)c1OC | -4.0 |
| COc1cc(NS(=O)(=O)c2ccc(NC(=S)NC(=O)c3sc4ccccc4c3Cl)cc2)ncn1 | 2.1 |
| N#C/C(=C\c1ccc(N2CCOCC2)o1)C(=O)NCCc1ccccc1 | 5.9 |
| CC(C)N1CCCCC(NC(=O)c2ccc3ccccc3c2)C1=O (stereo unspecified) | 0.7 |
| C=CCN(CC=C)C(=S)Nc1cc(Cl)ccc1OC | -3.5 |
| Cn1c(CC(=O)Nc2ccccc2C(F)(F)F)c(Sc2ccccc2)c2ccccc21 | 3.6 |
| CC(=O)N1CCN(C(=O)c2ccc(CNC(=O)c3cccc(Br)c3)cc2)CC1 | 1.1 |
| COc1cc(C(=O)N/C(=C\c2cn(S(=O)(=O)N(C)C)c3ccccc23)C(=O)NCCCO)cc(OC)c1OC | -3.6 |
| O=C(Cn1cc2c(n1)CCCC2)NC1CCN(Cc2ccccc2)CC1 | 0.3 |
| Cc1ccc(C(=O)N(CC(=O)Nc2ccc(Cl)c(Cl)c2)Cc2ccco2)cc1 | -1.6 |
| CS(=O)(=O)N(CC(=O)N/N=C/c1cccc2c1OCCO2)c1ccccc1Br | 0.3 |
| CCn1cc(C(=O)NCCCN2CCC(C)CC2)c2cc(OC)c(OC)cc2c1=O | -2.0 |
| COc1cc2c(cc1OC)CN(C(=O)CCCOc1ccc(Cl)cc1Cl)CC2 | -2.4 |
| O=C(CNc1cccc(Cl)c1)c1ccc(Cl)cc1 | 1.1 |
| CCCNC(=O)OC1CC2CC1[C@H]1CCCCN1C2=O (stereo partly specified) | 2.1 |
| CCc1ccc(N2C(=O)c3sc4nnc(-c5ccccc5)c(=O)n4c3C2=O)cc1 | 1.1 |
| CCCCC1CCC(C(=O)Nc2ccccc2)CC1 (stereo unspecified) | -3.9 |
| Cc1ccc(S(=O)(=O)N2CCOCC2)cc1C(=O)NC(=S)N1CC(C)OC(C)C1 (stereo unspecified) | -7.2 |
| CCc1nnc(NC(=O)C2CC(=O)N(CCc3ccccc3)C2)s1 (stereo unspecified) | -1.0 |
| COc1ncc(-c2ccc(N3C(c4ccsc4)=Cc4ccc(F)cc4C3CC(C)=O)cc2)cn1 (stereo unspecified) | 0.2 |
| CC1CCN(S(=O)(=O)c2ccc(S(=O)(=O)NCC(=O)C(C)(C)C)cc2)CC1 | 2.4 |
| Cc1ccc(C(=O)Nc2ccc(NC(=O)c3cccs3)cc2)c(C)c1 | -0.2 |
| O=S(=O)(c1ccc2c(c1)nc1n2CCC1)N1CCOCC1 | 0.5 |
| COc1ccc(/C=N/NC(=O)c2ccccc2O)cc1CSc1ccccn1 | 0.1 |
| O=C(CCSc1nnc(-c2ccncc2)o1)Nc1cccc(Cl)c1 | 1.9 |

Next results follow:
| mol | TbREL1 inh |
| --- | --- |
| CC(=O)c1cccc(NC(=O)CCC2CCCC2)c1 | 3.5 |
| CCN(CC(=O)NCc1ccc(F)cc1)C(=O)CN1CCN(c2cc(Cl)ccc2C)CC1 | -1.9 |
| CCC(=O)N1c2ccc(C)cc2C2=NNC(=S)NC21O (stereo unspecified) | 4.1 |
| CCCCn1nc2cc(C(=O)NCCCCc3ccccc3)ccc2c1OCC | -1.6 |
| CCOC(=O)C(NC(=O)Nc1ccc(Cl)cn1)(Oc1ccc(F)cc1)C(F)(F)F (stereo unspecified) | 9.7 |
| CC1(C)CC(=O)C(C=Nc2ccc(N)cc2)=C(O)C1 | -3.5 |
| Oc1ccc2ccccc2c1C=NN1CCN(Cc2ccc(Cl)cc2)CC1 | -3.3 |
| CCOc1ccccc1NC(=O)CSc1nc(=O)n(Cc2ccncc2)c2c1CCC2 | -1.1 |
| CSCCOC(=O)C1=C(C)Nc2ccc(C)cc2S1 | -4.0 |
| Cc1ccc(S(=O)(=O)NCCSc2nnnn2C)cc1 | 0.0 |
| O=C(O)CNC(=O)/C(=C\c1ccc2c(c1)OCO2)NC(=O)c1ccc(Br)cc1 | -2.9 |
| Cc1ccccc1N/N=C/c1sc(=O)n(Cc2cccc(C(=O)O)c2)c1Cl | 10.1 |
| O=C(NC1CCCCC1)C(c1cccs1)N(C(=O)c1ccco1)c1ccc2c(c1)OCCO2 (stereo unspecified) | -2.2 |
| COc1ccc(S(=O)(=O)NCC(=O)N(CC(=O)NCC2CCCO2)c2ccccc2C)cc1 (stereo unspecified) | 0.1 |
| CC(=O)Nc1ccc(OCC(O)Cn2c3ccccc3c3ccccc32)cc1 (stereo unspecified) | 0.8 |
| O=C(/C=C/c1ccc(Cl)cc1Cl)NCCSCc1ccccc1 | 1.0 |
| CCOc1ccc(S(=O)(=O)Nc2cccc(C(=O)N3CCN(c4ccc(OC)cc4)CC3)c2)cc1 | -6.0 |
| CCN(C[C@H]1N[C@@](Cc2ccccc2)(C(=O)OC)[C@H]2C(=O)N(C)C(=O)[C@@H]12)C(=O)NC(C)C | 3.2 |
| O=S(=O)(c1ccc(F)cc1)N1CCC2(CC1)OCCN2S(=O)(=O)c1cccs1 | -0.4 |
| Cc1cc(C)c(C)c(S(=O)(=O)N2CCC(C(=O)NCc3cccs3)CC2)c1C | -0.7 |
| Cc1ccc(C(=O)NCC(=O)OCC(=O)Nc2cccc(S(=O)(=O)N3CCCC3)c2)cc1C | -1.1 |
| CCOC(=O)Cn1cc(C(=O)C(=O)N2CCOCC2)c2ccccc21 | -0.2 |
| CCOC(=O)c1c(CC(C)C)csc1/N=C/C1=C(O)CCCC1=O | -5.2 |
| COc1nc2ccccc2nc1OC | 2.8 |
| C[C@H](CO)N1C[C@H](C)[C@@H](CN(C)S(=O)(=O)c2ccccc2)Oc2c(NS(=O)(=O)c3ccccc3)cccc2C1=O | -1.1 |
